Screening data: PubChem BioAssay, The Scripps Research Institute Molecular Screening Center
LEDGF integ inh = blocks HIV-1 LEDGF/p75-dependent DNA integration | TR-FRET IN-LEDGF/p75 DNA integration, Eu/Cy5 | inhibition, % at 3.7 µM | hit rate 0.64% among 370,000;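 active means inhibition above the screen-wide mean plus 3 SD, cut at about 13% in these data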;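 further: signal is the Cy5 over europium emission ratio at 671 and 618 nm; 0% = plate median of compound wells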
TCR-CD3 inh = blocks the human TCR-CD3 interaction. TAMRA-labeled TCR probe fluorescence, biochemical. inhibition, % at 9.4 µM. hit rate 0.37% among 360,000. AID 651800; in the data active means inhibition above about 19%;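 further: recombinant mutant TCR 2C K166C tagged with TAMRA read by polarization; 0% = receptor in buffer alone and 100% = receptor with positive control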
MBD2 inh = inhibitors of human MBD2 binding to methylated oligonucleotide; hit rate 0.31% among 370,000; TR-FRET; AID 686964; inhibition, % at 4.4 µM; in the data active means inhibition above about 13%
PRMT1 inh = inhibitors of human PRMT1. recombinant PRMT1, activity-based probe fluorescence polarization. inhibition, % at 2.79 µM. hit rate 1.3% among 370,000;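 active means inhibition above about 21% made by adding two undisclosed values, limit read from the data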
Target sequence (Q99873 whole entry, looked up): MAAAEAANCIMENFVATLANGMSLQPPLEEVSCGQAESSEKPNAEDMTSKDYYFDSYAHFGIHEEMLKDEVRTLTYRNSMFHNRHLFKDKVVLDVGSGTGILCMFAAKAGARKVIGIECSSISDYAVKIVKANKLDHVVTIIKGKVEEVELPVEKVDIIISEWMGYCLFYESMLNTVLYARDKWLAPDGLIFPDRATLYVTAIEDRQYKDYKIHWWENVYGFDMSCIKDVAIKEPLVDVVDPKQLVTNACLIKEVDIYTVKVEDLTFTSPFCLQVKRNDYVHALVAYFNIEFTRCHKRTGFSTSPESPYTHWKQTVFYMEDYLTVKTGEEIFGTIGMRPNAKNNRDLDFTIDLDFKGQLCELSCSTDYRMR
Tn6 DDE FP = inhibitors of Tn6 peptide binding to human fibrin DD(E). hit rate 0.21% among 370,000. inhibition, % at 8.3 µM. AID 720509. P02675. Fibrin DD(E) TRITC-Tn6 fluorescence polarization displacement;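 active means inhibition above a per-campaign cutoff: mean of compounds within control limits plus 3 SD, cut at about 15% in these data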;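 further: 0% = median of all compound wells on the plate and 100% = blocking peptide control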
SIAE primary = human SIAE inhibition, primary screen; Q9HAT2; SIAE FP-Rh probe binding, fluorescence polarization; inhibition, % at 9.66 µM; hit rate 0.69% among 370,000; AID 1053197;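 active means inhibition above a cutoff: mean of compounds within the control limits plus 3 SD of those, cut at about 17% in these data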;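 further: 0% = plate median of compound wells and 100% = probe without SIAE protein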
TDP2 inh = blocks human TDP2 phosphodiesterase activity; recombinant TDP2, T5PNP hydrolysis, p-nitrophenol absorbance 415 nm; inhibition, % at 12.8 µM; hit rate 0.34% among 370,000; AID 720702;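 active means inhibition above the mean of all tested compounds plus 3 SD, set per campaign, cut at about 25% in these data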;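 further: 0% = DMSO with enzyme and 100% = buffer with substrate but no TDP2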
Target sequence (O95551 whole entry, looked up): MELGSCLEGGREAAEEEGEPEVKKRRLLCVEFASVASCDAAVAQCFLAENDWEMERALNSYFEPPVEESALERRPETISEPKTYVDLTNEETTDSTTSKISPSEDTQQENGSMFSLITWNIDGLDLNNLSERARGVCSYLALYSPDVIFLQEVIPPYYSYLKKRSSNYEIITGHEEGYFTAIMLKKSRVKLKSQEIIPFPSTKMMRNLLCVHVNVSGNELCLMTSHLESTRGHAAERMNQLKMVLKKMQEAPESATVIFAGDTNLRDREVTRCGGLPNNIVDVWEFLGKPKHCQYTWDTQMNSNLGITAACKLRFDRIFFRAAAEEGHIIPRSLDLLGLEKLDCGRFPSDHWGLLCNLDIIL
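Evaluation: % inhibition relative to enzyme-containing and enzyme-free wells. Material: recombinant human TDP2. Benchmarks: enzyme-free and DMSO wells. Timing: enzyme reaction with compound for 2 h at 37 °C. Compound dosing: 12.8 µM only. Measured by: p-Nitrophenol epi absorbance. Reagent: T5PNP substrate at 5 mM, a TopII-DNA adduct mimic. Replication: single well per compound.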
proKLK7 act = proKLK7 (human) activation, primary screen; P49862; activation, % at 7 µM; hit rate 0.9% among 370,000; purified proKLK7, EDANS-DABCYL substrate fluorescence; 100% is mature enzyme control, 0% vehicle;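 active means activation above the mean of all tested compounds plus 3 SD, computed per campaign excluding outliers beyond control limits, cut at about 13% in these data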
Target sequence (P49862 whole entry, looked up): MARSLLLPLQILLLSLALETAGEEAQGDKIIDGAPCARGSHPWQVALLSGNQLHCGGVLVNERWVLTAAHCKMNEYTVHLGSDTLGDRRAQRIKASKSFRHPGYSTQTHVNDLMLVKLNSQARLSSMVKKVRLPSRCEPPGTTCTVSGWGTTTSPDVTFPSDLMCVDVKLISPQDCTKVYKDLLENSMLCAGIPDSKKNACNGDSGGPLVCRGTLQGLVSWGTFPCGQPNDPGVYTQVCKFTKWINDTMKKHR
Tn7 DDE FP = disrupts Tn7 cyclic peptide binding to fibrin D-Dimer-E complex; inhibition, % at 8.3 µM; hit rate 0.13% among 370,000; FP displacement of FITC-Tn7 peptide from fibrin DD(E); 0% = median of compound wells per plate; AID 720508;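 active means inhibition above the mean of compounds falling within the control limits plus 3 SD of them, cut at about 14% in these data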;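 further: 0% = plate median of compound wells and 100% = 10 µM Aha-Tn7 peptide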
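assay system = human clot-derived fibrin DD(E) complex | quantity = Fibrin-DD(E) at 2 µM final | timing = 10 min preincubation, 3 h with tracer, room temperature | signal = fluorescence polarization | measure = percent inhibition | benchmarks = high control wells with 10 µM unlabelled Aha-Tn7 peptide (full inhibition) | replicates = singlicate testing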
UHRF1 MBD2 ctr = human UHRF1 methylated DNA binding inhibitors. UHRF1 binding to methylated oligo, TR-FRET. inhibition, % at 4.4 µM. hit rate 0.75% among 370,000; in the data active means inhibition above about 21%;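 further: UHRF1 SRA domain binding a hemimethylated CpG hairpin DNA probe; 0% = median of test compound wells and 100% = reference inhibitor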
* = called active by the depositor; x = no result given.

LEDGF integ inh	TCR-CD3 inh	MBD2 inh	PRMT1 inh	Tn6 DDE FP	SIAE primary	TDP2 inh	proKLK7 act	Tn7 DDE FP	UHRF1 MBD2 ctr	molecule
4	-5	-4	-2	-1	6	2	-0.2	0	3	COc1ccc(/C=C/C(=O)Nc2cc(C(F)(F)F)ccc2Cl)cc1
-3	-3	0	3	-4	-2	1	-0.2	11	2	CC(=O)Nc1ccc(C(=O)OCC(=O)N(c2ccccc2)C2CCCCC2)cc1
-1	8	-1	-3	7	3	-16	-0.2	6	0	COCCCn1c(-c2ccc(Cl)cc2)n[nH]c1=S
3	-1	7	5	2	2	-2	0.1	5	2	COc1ccc(C(C(=O)NC2CCCCC2)N(C(=O)c2ccco2)c2ccccc2C(C)=O)cc1 (stereo not given)
1	2	3	-2	0	17*	-11	0.1	8	-3	Cc1cc(C(=O)COC(=O)C2=COCCO2)c(C)n1-c1ccc2c(c1)OCO2
1	-5	1	2	-1	5	5	0.0	-6	3	CCCC(=O)Nc1ccc2c(c1)c1ccccc1n2CC
-1	x	-1	-1	-5	10	-1	0.1	-6	0	CCCCOCCCNC(=O)C[C@H]1C(=O)N(Cc2ccc(OC)cc2)C2=CCCC[C@@]21C(=O)OCC
-4	0	6	4	-10	-6	-28	-0.3	0	3	O=C(CCc1nnc2ccc(NCCCN3CCCC3=O)nn12)NCc1ccccc1Cl
0	-1	-2	-1	-1	-9	2	-0.2	-8	-2	COC(=O)C1CSC(C(=O)OC)N1C(=O)CN1CC(C)OC(C)C1 (stereo not given)
2	4	-9	9	-4	1	4	-0.2	-2	2	CCO/C(C)=C1\C(=O)N(CC)c2ccccc21
0	-5	8	0	-2	5	-3	1.9	1	0	C=CCNc1nc2ccccc2nc1NS(=O)(=O)c1cccc(C)c1
0	4	0	3	5	2	0	-0.5	-3	-3	Cc1ccc(/C=N/n2c(-c3ccco3)n[nH]c2=S)s1
3	-4	-2	-1	2	-1	-1	-0.2	-2	2	CN1C(c2ccccc2)CC(=NO)CC1c1ccccc1 (stereo not given)
-4	0	4	1	-6	5	-1	0.0	2	4	O=S(=O)(Nc1cccc(S(=O)(=O)N2CCCCCC2)c1)c1ccccc1
-6	-10	6	3	-5	-5	5	-0.1	4	12	CCCN1CCN(CCCNC(=S)Nc2ccc(F)cc2)CC1
1	0	-1	3	-5	6	3	-0.1	-2	-1	COCCn1c(=S)[nH]c2sc3c(c2c1=O)CCC(C)C3 (stereo not given)
3	6	-2	-2	5	-3	2	-0.3	3	6	CN1C(=O)C(c2cn(C)c3ccccc23)(c2cn(C)c3ccccc23)c2cc(Br)ccc21
4	-1	8	2	-2	8	0	-1.8	0	6	CN(C)c1cccc(NC(=O)c2cccc3c(-c4ccc(F)c(F)c4)coc23)c1
0	-11	6	2	-11	-2	4	0.1	-1	-2	O=C(NC(c1ccc(Cl)cc1)c1cnccn1)C1CCN(Cc2ccc(Oc3ccccc3)cc2)CC1 (stereo not given)
-2	-8	1	3	6	-3	5	0.3	-2	1	C=CC[C@@H](CC(=O)N[C@H](CO)Cc1ccccc1)C(=O)NCCOC(=O)[C@@H](CC=C)CC(=O)OC(C)(C)C
-4	1	4	1	3	-12	5	-0.4	-5	-2	CCOc1ccccc1NC(=O)c1nc(-c2ccccc2)oc1C
5	1	0	-1	5	-3	-1	0.2	3	-1	C=CCC1(CC=C)CCCN1C(=O)c1cc(COc2ccc(-n3cncn3)cc2)on1
-2	-4	-3	4	7	6	0	0.1	-2	0	O=[N+]([O-])c1ccccc1/C=N\Nc1nccs1
5	1	-4	-6	5	5	3	0.8	5	-1	COc1ccc(CNC(=O)c2[nH]c(C(F)(F)F)nc2-c2ccccc2)cc1OC
-2	-2	1	37*	0	0	2	0.1	0	-2	CC(C)COC(=O)NCC12C=CC(O1)C1C(=O)N(c3ccc(Cl)cc3)C(=O)C12 (stereo not given)
-1	5	-1	1	-4	7	5	0.5	0	-1	CCn1c(C)cc(C(=O)CSc2nnnn2C2CCCC2)c1C
-1	-15	-2	3	-4	0	-13	-0.1	0	-2	CNS(=O)(=O)c1ccc(NC(=O)Nc2ccc3c(c2)OCO3)cc1
6	4	-1	-2	5	-5	-7	-1.1	0	2	CCOC(=O)CN1C(=O)N(CC(=O)OCC)C(c2ccccc2)(c2ccccc2)C1=O
-2	1	2	2	2	4	2	0.0	5	-3	COc1ccc(NC(=O)Nc2ccccc2C(N)=O)cc1OC
-3	6	3	-1	1	2	9	-0.1	10	-4	CC(C)CCNC(=O)C(c1ccco1)N(CC1CCCO1)C(=O)Cn1nnc2ccccc21 (stereo not given)
-2	-7	-2	-1	-1	-2	-10	0.6	2	3	CCN(CCNC(=O)C1CCN(S(=O)(=O)CC)CC1)c1ccccc1
4	5	-1	-2	-2	6	1	0.8	-6	1	COCCn1c(-c2ccc(OC)c(OC)c2)nc2ccccc21
-13	-2	-5	-1	4	-2	-1	0.0	0	-1	CCN(CC)C(=O)C1=C(C)N(Cc2ccccc2)C(=O)C(CC(=O)NC(c2ccccc2)c2ccccc2)C1 (stereo not given)
5	8	-1	-3	1	-2	-2	-0.4	-7	-1	O=C(NCc1ccc(F)cc1)c1cnc2n(c1=O)CCS2
-5	-6	0	5	0	-1	3	-0.3	5	1	CN1N=C2c3ccccc3CCC2C1c1ccc(Cl)cc1 (stereo not given)
0	5	-5	-1	7	-4	-1	0.3	4	1	CC1=C(C(=O)Nc2ccccc2C(=O)N2CCCCC2)SCCO1
-2	1	1	1	-9	1	5	0.0	-1	1	O=C(NNc1ccc([N+](=O)[O-])cc1[N+](=O)[O-])C1C2CCCCC21 (stereo not given)
-4	-5	1	0	-3	1	7	-0.6	2	3	CC(C)(C)NC(=O)C(c1cc2ccccc2o1)n1c(=O)c(-c2ccccc2)nc2ccccc21 (stereo not given)
1	4	4	-2	3	-4	2	0.5	3	0	Cc1cccc(NC(=O)C2CC(=O)OC23CCCCC3)c1 (stereo not given)
-1	5	-1	-3	3	-4	6	0.1	1	-1	COc1cccc(CNC(=O)c2nnn(CC(=O)Nc3ccc(Br)cc3)c2N)c1
-1	0	0	1	-1	0	16	-0.6	-1	1	O=C(OC(C(=O)NC1CCCC1)c1ccncc1)C1=Cc2ccccc2OC1 (stereo not given)
1	7	1	5	4	9	7	1.7	6	-11	CCOCCCNC(=S)N(CCO)Cc1cc2cc3c(cc2[nH]c1=O)OCCO3
-2	4	-2	-4	1	-1	-3	0.6	9	-3	Cc1ccc(-n2c(SCC(=O)NCC3CCCO3)nnc2-c2ccoc2C)cc1 (stereo not given)
4	6	-3	-3	-7	1	-3	-0.6	-1	2	CCCn1c(C)cc(C(=O)COc2ccc(S(=O)(=O)N(CC)CC)cc2[N+](=O)[O-])c1C
-3	-7	-2	4	-2	-1	-7	0.1	-3	3	N=C1C(c2ccccc2)=C(O)CN1CCO
-2	-1	2	-1	5	0	13	-0.1	3	-1	N#Cc1c(NC(=O)CSCC(=O)O)sc2c1CCCC2
-4	0	-1	-2	-4	18*	5	0.1	-2	-4	COC(=O)c1cn(-c2ccc(F)cc2)c(=O)c2ccccc12
1	3	0	-1	3	2	5	0.6	1	-1	CCOc1ccc2nc3c(cc2c1)CN(CCOC)C(=NC)S3
3	-1	-1	6	-2	0	-11	0.1	-6	3	COC(=O)CSc1snnc1-c1ccc(F)cc1
-1	8	-4	1	4	12	7	-0.3	-2	-1	N#Cc1ccc(CN2CCN(C(=O)Cn3nc(C(N)=O)c4ccccc4c3=O)CC2)cc1
-3	6	0	-3	2	4	0	-0.1	2	-2	Cc1[nH]c(=O)[nH]c(=O)c1S(=O)(=O)N1CCCCC1
0	1	6	-1	-1	-2	8	-2.9	2	0	N#Cc1ccc(Oc2ccc(-c3nc4ccccc4nc3-c3ccccc3)cc2)cc1C#N
11	-2	5	45*	-3	0	-2	-0.6	-4	-1	O=C(CSc1oc(-c2ccco2)nc1S(=O)(=O)c1ccc(F)cc1)NCC1CCCO1 (stereo not given)
-2	-1	2	0	-2	-2	4	0.7	1	-3	Cn1c(=O)c([N+](=O)[O-])c(-n2cnc3ccccc32)c2ccccc21
2	0	-2	-5	3	-1	-1	-1.7	0	-3	CN1CCN(CCCNC(=O)Nc2cccc3ccccc23)CC1
-3	-4	2	3	7	-3	-7	0.5	8	4	COc1ccc(C(=O)CN(C(=O)c2ccc(Cl)cc2)N2C(=O)c3ccccc3C2=O)cc1
2	2	1	3	3	1	4	-0.2	3	2	CC(=O)c1c(C)nc2ccc(Br)cc2c1-c1ccccc1
-1	-1	1	0	-2	-2	-10	0.3	-5	0	CC1CCN(C(=O)c2ccc3c(Cl)c4c(nc3c2)CCCC4)CC1
0	x	-4	-3	1	-4	0	-0.4	3	-2	COC(=O)[C@]12C[C@H](CC(=O)NCc3cccc(C(F)(F)F)c3)C(=O)N(CCc3ccc(OC)c(OC)c3)C1=C[C@H](COCc1ccccc1)O[C@@H]2C
-1	7	0	0	3	3	-3	0.2	-3	-1	O=C(Nc1cccnc1Cl)c1ccc(Cl)c([N+](=O)[O-])c1

Record cards (already shown).
Cc1cc(C(=O)COC(=O)C2=COCCO2)c(C)n1-c1ccc2c(c1)OCO2 in the list: LEDGF integ inh: 1; TCR-CD3 inh: 2; MBD2 inh: 3; PRMT1 inh: -2; Tn6 DDE FP: 0; SIAE primary: 17*; TDP2 inh: -11; proKLK7 act: 0.1; Tn7 DDE FP: 8; UHRF1 MBD2 ctr: -3
C=CCNc1nc2ccccc2nc1NS(=O)(=O)c1cccc(C)c1 in the list: LEDGF integ inh: 0; TCR-CD3 inh: -5; MBD2 inh: 8; PRMT1 inh: 0; Tn6 DDE FP: -2; SIAE primary: 5; TDP2 inh: -3; proKLK7 act: 1.9; Tn7 DDE FP: 1; UHRF1 MBD2 ctr: 0
N#Cc1c(NC(=O)CSCC(=O)O)sc2c1CCCC2 in the list: LEDGF integ inh: -2; TCR-CD3 inh: -1; MBD2 inh: 2; PRMT1 inh: -1; Tn6 DDE FP: 5; SIAE primary: 0; TDP2 inh: 13; proKLK7 act: -0.1; Tn7 DDE FP: 3; UHRF1 MBD2 ctr: -1

Carrying on:
LEDGF integ inh	TCR-CD3 inh	MBD2 inh	PRMT1 inh	Tn6 DDE FP	SIAE primary	TDP2 inh	proKLK7 act	Tn7 DDE FP	UHRF1 MBD2 ctr	molecule
3	-2	1	0	3	-5	0	0.3	5	5	COc1ccc(Cl)c(Cn2c(NCc3ccccn3)nc3c2c(=O)n(C)c(=O)n3C)c1
4	-12	7	4	-6	-7	-2	-0.3	5	4	COc1cccc(NC(=O)NCc2c(-c3ccccc3)noc2C)c1
0	7	9	2	4	4	4	-0.3	3	19	C[C@@H]1CN([C@H](C)CO)C(=O)CCCn2nncc2CO[C@H]1CN(C)C(=O)Cc1ccccc1
6	-5	-5	-3	-1	5	-6	-0.8	2	-1	CC(=O)c1c[nH]c(C(=O)NC2CCCCCC2)c1
1	0	-3	10	1	-1	1	0.7	6	0	CCSc1ccccc1C(=O)N1CCN(c2ccc([N+](=O)[O-])cc2)CC1
3	1	-5	-3	0	2	4	-0.1	7	-1	Cc1ccc(-c2csc3nc[nH]c(=O)c23)cc1C
